From PubChem
CXCR6 inh: inhibitors of human CXCR6 receptor. CHO-K1 PathHunter CXCR6 beta-arrestin, luminescence. O00574. hit rate 0.36% among 360,000. inhibition, % at 20 µM. AID 602244; in the data active = inhibition above about 34%, passing the limit was not always enough;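 note: antagonist mode with CXCL16 agonist at 10 nM final; 0% = 10 nM CXCL16 with DMSO and 100% = unstimulated wells without agonist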
Gli-Sufu antag: blocks Gli-Sufu signaling in a luciferase reporter. AID 588413. Sufu-KO-LIGHT fibroblasts, Gli luciferase reporter luminescence. inhibition, % at 5 µM. hit rate 0.74% among 340,000;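 active = inhibition above about 55%, limit read from the data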;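 note: 0% = DMSO-treated cells and 100% = wells with medium but no cells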
Jurkat NFkB inh: inhibitors of the PMA/ionomycin-induced NF-kB reporter in Jurkat cells | PMA/ionomycin-induced NF-kB luciferase reporter, luminescence | inhibition, % at 4 µM | hit rate 0.53% among 330,000; in the data active = inhibition above about 50%
UPR CHOP act: activators of apoptotic arm of unfolded protein response (CHOP) | hit rate 0.34% among 330,000 | AID 449763 | CHO-CHOP luciferase reporter, UPR activation, luminescence; percent of tunicamycin response over DMSO baseline | activation, % at 10 µM;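 active = at 10 µM dose, activation of 40% or more, normalized to positive control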;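 note: 100% = tunicamycin at 10 µg/mL and 0% = DMSO alone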
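Dosing – one dose, 10 µM in 0.5% DMSO · System – CHO-CHOP cells, stable luciferase reporter of PERK-eIF2a-CHOP signalling · Input – 500 cells/well · Control set – tunicamycin 10 µg/mL final as positive, DMSO-only wells as negative · Timing – 6 h compound treatment, 37 °C · Measure – % activation vs tunicamycin · Technique – luminescence read with Steady-Glo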
CCR6 antag: blocks CCL20-driven beta-arrestin recruitment at human CCR6; P51684; CHO-K1 CCR6 PathHunter beta-arrestin, luminescence, CCL20-stimulated; inhibition, % at 20 µM; hit rate 0.49% among 340,000;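 active = compounds whose inhibition of the agonist-driven luminescence signal at 20 µM reaches about 50%, limit read from the data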;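 note: cells stimulated with CCL20 at 14 nM final; plate controls were DMSO with CCL20 for no effect and DMSO without agonist for full effect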
Mdm2-MdmX inh: disrupts the human Mdm2-MdmX interaction. O15151+Q00987. SaOS-2 split-luciferase Mdm2/MdmX complementation, luminescence. inhibition, % at 8 µM. hit rate 3% among 330,000. AID 485346;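 active = inhibition of at least 50% at 8 µM in the primary screen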
Target sequence (O15151 whole entry, looked up): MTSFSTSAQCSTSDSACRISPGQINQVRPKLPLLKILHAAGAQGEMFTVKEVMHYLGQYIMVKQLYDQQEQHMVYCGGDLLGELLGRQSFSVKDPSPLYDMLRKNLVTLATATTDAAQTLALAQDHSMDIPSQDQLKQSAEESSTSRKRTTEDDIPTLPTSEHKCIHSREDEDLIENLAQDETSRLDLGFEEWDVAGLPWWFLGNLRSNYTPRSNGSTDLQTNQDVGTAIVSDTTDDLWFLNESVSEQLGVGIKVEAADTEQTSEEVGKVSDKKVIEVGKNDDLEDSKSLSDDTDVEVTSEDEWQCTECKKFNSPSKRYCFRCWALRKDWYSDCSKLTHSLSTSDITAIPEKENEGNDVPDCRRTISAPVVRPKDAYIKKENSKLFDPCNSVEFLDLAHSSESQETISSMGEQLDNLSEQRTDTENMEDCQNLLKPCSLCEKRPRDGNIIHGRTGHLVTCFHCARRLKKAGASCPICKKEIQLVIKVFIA
Target sequence (Q00987 whole entry, looked up): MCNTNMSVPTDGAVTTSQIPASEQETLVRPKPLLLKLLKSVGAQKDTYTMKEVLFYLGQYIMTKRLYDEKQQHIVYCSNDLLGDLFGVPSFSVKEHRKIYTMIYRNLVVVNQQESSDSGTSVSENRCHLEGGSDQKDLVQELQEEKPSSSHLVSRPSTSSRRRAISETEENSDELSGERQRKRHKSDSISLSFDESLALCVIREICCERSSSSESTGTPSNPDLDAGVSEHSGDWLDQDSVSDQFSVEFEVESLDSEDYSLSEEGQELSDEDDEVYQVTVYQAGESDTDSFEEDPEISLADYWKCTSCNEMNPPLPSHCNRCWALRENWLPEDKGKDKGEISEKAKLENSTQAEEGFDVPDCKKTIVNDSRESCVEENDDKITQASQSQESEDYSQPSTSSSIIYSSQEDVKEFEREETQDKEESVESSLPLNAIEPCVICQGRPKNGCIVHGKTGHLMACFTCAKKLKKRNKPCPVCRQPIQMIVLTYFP
EBI2 block: EBI2 (human) antagonism | P32249 | EBI2 beta-arrestin recruitment, luminescence, 7a,25-OHC stimulated | inhibition, % at 5 µM | hit rate 0.81% among 360,000; in the data active = inhibition above about 38%;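 note: enzyme fragment complementation signal reports receptor beta-arrestin coupling in cells; 0% = agonist plus DMSO wells and 100% = wells without agonist; some results beyond the cut were filed as inactive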
UPR XBP1 act: adaptive UPR (XBP1) activation. activation, % at 20 µM. CHO-XBP1 luciferase reporter, IRE1-XBP1 UPR activation, luminescence; percent of tunicamycin response, DMSO as zero. hit rate 0.33% among 330,000. AID 463104;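 active = versus positive control, 20 µM dose yields 30% or more activation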;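 note: 100% = tunicamycin at 10 µg/mL and 0% = DMSO only wells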
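Material: CHO cell line with stable XBP1 luciferase reporter; schedule: 16-18 h cell attachment at 37 °C, then 6 h compound exposure; signal: glow luminescence from Steady-Glo reagent; medium: serum-containing F12 medium, 10% FBS; benchmarks: tunicamycin 10 µg/mL and vehicle-only wells; read-out: percent activation relative to tunicamycin reference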
697 NFkB inh: lowers PMA/ionomycin-induced NF-kB signal in 697 B cells. 697 B-cell NF-kB luciferase reporter, 16 h. AID 435022. inhibition, % at 4 µM. hit rate 0.33% among 330,000; in the data active = inhibition above about 35%
An asterisk follows results filed as active; . = no result given.

Order of results: CXCR6 inh | Gli-Sufu antag | Jurkat NFkB inh | UPR CHOP act | CCR6 antag | Mdm2-MdmX inh | EBI2 block | UPR XBP1 act | 697 NFkB inh
- CCCN1CCN(C(=O)Cn2cccc2C(=O)c2ccccc2)CC1
    4 | -8 | 4 | -2.3 | -27 | 2 | 13 | -1 | 11
- O=C(NCc1cccs1)C1CCCN(c2nc3ccccc3o2)C1 (stereo unspecified)
    -8 | 11 | 4 | -1.1 | -8 | 2 | 7 | 2 | 3
- O=C1C(=O)N(CCCn2ccnc2)C(c2ccc(Cl)cc2)/C1=C(\O)c1ccc2c(c1)OCCO2 (stereo unspecified)
    4 | -9 | 6 | 0.6 | 1 | 22 | -7 | -1 | -1
- Cc1ccccc1NC(=O)NCCCN1CCCC1=O
    6 | 3 | 22 | 0.4 | -6 | -7 | 6 | -2 | -49
- Cc1c(NC(=O)COC(=O)c2cc3c4ccccc4n(C)c3s2)c(=O)n(-c2ccccc2)n1C
    -2 | -7 | 1 | 0.8 | 0 | 17 | -3 | 0 | 2
- CCn1c(COc2ccc(Cl)cc2)nnc1SCC(=O)Nc1ccc2c(c1)OCCO2
    -19 | -8 | -9 | 0.9 | 14 | 16 | -1 | -10 | 7
- Cc1noc(C)c1COC(=O)c1ccccc1NC(=O)Cc1ccccc1
    1 | 9 | -3 | 0.8 | 12 | 28 | 12 | 2 | 11
- O=S1(=O)CCC(N=Nc2c(O)n(Cc3ccccc3)c3ccccc23)C1 (stereo unspecified)
    1 | 5 | 16 | -1.7 | 13 | 9 | 5 | -1 | -4
- O=C(Cc1csc(NC(=O)Nc2ccc(Cl)cc2)n1)NCc1cccnc1
    -14 | -24 | 0 | 14 | 2 | -16 | 7 | 1 | -17
- O=C1C(Cl)=C(N2CCCCC2)C(=O)N1c1ccccc1
    -6 | 6 | 9 | -0.1 | -2 | 20 | -9 | 2 | 13
- CCN(CC)S(=O)(=O)c1ccc(N2CCOCC2)c(NC(=O)Cc2ccccc2F)c1
    5 | 7 | -26 | -0.5 | -3 | -9 | 5 | -1 | -30
- CC(C)CN(C(=O)CN(C)CC(=O)Nc1ccc(Cl)c(C(F)(F)F)c1)c1c(N)n(CC(C)C)c(=O)[nH]c1=O
    -1 | -6 | 7 | -0.7 | -4 | 11 | -6 | -1 | -5
- CC1=NNC(=O)C1CCC(=O)N/N=C\c1ccc(Cl)c(Cl)c1 (stereo unspecified)
    -1 | -7 | -1 | -1.0 | 7 | -12 | -2 | -3 | 11
- COc1cc(OC)nc(Oc2ccccc2/C=N/O)n1
    -4 | -13 | 8 | 1.4 | 5 | -17 | 3 | 1 | -11
- CC(C)Nc1nnc(SCC(=O)Nc2sccc2C#N)s1
    3 | -13 | 12 | 3.3 | -9 | -30 | 5 | 0 | -6
- CCc1ccccc1NC(=S)N(CCN1CCCCCC1)Cc1ccco1
    2 | 6 | 5 | 0.4 | 2 | 3 | -3 | -4 | -2
- COc1ccc(-n2c(C)ccc2C)c([N+](=O)[O-])c1
    7 | -4 | 3 | 0.5 | 11 | 9 | -1 | -3 | -3
- O=C(Nc1ccc(Cl)cc1)Nc1ccc(Oc2cccnc2)nc1
    -9 | 11 | -20 | 5.3 | -8 | 11 | -2 | 1 | -77
- CCOC(=O)Nc1ccc2c(c1)N(C(=O)CCN1CCN(C)CC1)c1ccccc1S2
    5 | 9 | -15 | -0.7 | -3 | 16 | 4 | 0 | -24
- CCOC(=O)CSc1nc2c(sc(=S)n2-c2ccccc2OC)c(=O)n1-c1ccccc1OC
    11 | 20 | -2 | -0.3 | 21 | -9 | 10 | -1 | 16

Order of results: CXCR6 inh | Gli-Sufu antag | Jurkat NFkB inh | UPR CHOP act | CCR6 antag | Mdm2-MdmX inh | EBI2 block | UPR XBP1 act | 697 NFkB inh
- CCN(C[C@H]1N[C@@](C)(C(=O)OC)[C@H]2C(=O)N(C)C(=O)[C@@H]12)C(=O)Nc1ccc(Cl)cc1
    2 | 3 | -3 | -1.2 | 2 | 5 | -4 | 1 | 6
- Cc1cccc(NC(=O)c2cccc(S(=O)(=O)N3CCCCC3)c2)c1
    -2 | 1 | 3 | 1.7 | 19 | 1 | 22 | -2 | -3
- Cc1ccc(OCC(=O)NCCCNC(=O)c2ccccn2)cc1C
    4 | 17 | 7 | 0.0 | 14 | 19 | -5 | 0 | 13
- CCOC(=O)C1(CCc2ccccc2)CCN(Cc2ccc(O)cc2)CC1
    4 | 25 | -3 | 1.9 | 2 | 22 | 6 | 1 | -24
- COC(=O)c1ccc(NC(=S)NC2CC2)cc1
    -11 | -3 | 4 | 2.7 | 5 | 11 | -9 | 1 | 3
- CC(=O)Nc1ccc(NC2CCCCC2NS(=O)(=O)c2ccccc2)cc1 (stereo unspecified)
    4 | -3 | 16 | 1.1 | 5 | 8 | -8 | -1 | 18
- CCn1cc(C(=O)Nc2sc(C)c(C)c2C(=O)OC)cn1
    4 | 35 | -2 | -1.1 | -6 | 26 | 2 | 0 | 21
- C=CCN1CCN(C(=O)CCCc2ccccc2)CC1
    -11 | 42 | -71 | -7.1 | 6 | 31 | 2 | -11 | -84
- S=c1nc[nH]c2c1cnn2Cc1ccccc1
    -13 | -3 | -12 | -1.0 | -13 | 15 | 0 | -5 | -11
- CCc1ccccc1NS(=O)(=O)c1ccc2[nH]cc(C(=O)NCC3CCCO3)c(=O)c2c1 (stereo unspecified)
    -2 | -7 | -2 | -0.3 | -2 | 2 | 3 | 0 | -15
- CC(Sc1nncn1C)C(=O)Nc1nnc(C(C)C)s1 (stereo unspecified)
    6 | -10 | 3 | -0.5 | 4 | 7 | -6 | -1 | 7
- O=C(COC(=O)c1cncc(Br)c1)Nc1ccc(F)c(F)c1F
    -2 | -4 | -4 | -1.1 | 3 | 10 | 6 | 2 | -7
- COc1ccccc1Nc1nc2ccccc2n1C
    -12 | -39 | -80 | 7.2 | 6 | -66 | -1 | 1 | -80
- C[C@H]1COC(=O)[C@@H](Cc2ccc(F)cc2)C/C=C\C[C@H](CC(=O)N(CCO)Cc2ccccc2)C(=O)N1
    13 | -3 | 1 | 1.7 | 20 | 2 | 3 | 0 | 19
- O=C(Nc1cc(C(F)(F)F)ccc1-n1cncn1)c1cn2ccccc2n1
    -14 | -9 | 6 | 1.6 | -7 | -26 | 3 | 3 | -4
- CN(C)c1ccc(C2Nc3ccccc3C(=O)N2CCN2CCNC2=O)cc1 (stereo unspecified)
    -7 | 3 | -20 | 0.3 | 10 | -7 | 2 | 0 | -18
- COc1ccccc1CNC(=O)COC(=O)c1ccc(NC(N)=O)cc1
    -1 | 3 | -7 | 0.4 | -6 | 13 | 2 | 0 | -8
- N#CCCOC1(C#CCN2CCCC2)CCCCC1
    -1 | . | 9 | 0.4 | 6 | 27 | -3 | -3 | 20
- O=C(OCC(=O)N(C1CCCCC1)C1CCCCC1)c1ccc(O)cc1
    -1 | -17 | -18 | 1.6 | 14 | 6 | 12 | -2 | 5
- CCCCCCNC(=O)c1ncn[nH]1
    -1 | -1 | -8 | 1.8 | 2 | 5 | -7 | -2 | -24

Part of the list above, limited to Gli-Sufu antag and CCR6 antag.
compound | Gli-Sufu antag | CCR6 antag
O=C(OCC(=O)N(C1CCCCC1)C1CCCCC1)c1ccc(O)cc1 | -17 | 14
C[C@H]1COC(=O)[C@@H](Cc2ccc(F)cc2)C/C=C\C[C@H](CC(=O)N(CCO)Cc2ccccc2)C(=O)N1 | -3 | 20

Other results follow:
Order of results: CXCR6 inh | Gli-Sufu antag | Jurkat NFkB inh | UPR CHOP act | CCR6 antag | Mdm2-MdmX inh | EBI2 block | UPR XBP1 act | 697 NFkB inh
- Cc1cccc(-c2cc(C(=O)Nc3sc(C)c(C)c3C(N)=O)c3ccccc3n2)c1
    14 | -1 | 5 | -1.3 | 28 | 23 | 30 | 6 | 18
- COC(=O)c1ccc2c(=O)n(CC3CCCO3)c(SCC(=O)Nc3ccccc3Cl)nc2c1 (stereo unspecified)
    10 | -7 | -7 | 5.1 | 21 | 10 | 12 | 35* | -11
- O=c1c2c(nc3c(-c4ccccc4)c[nH]n13)CCC2
    7 | -10 | 4 | -1.3 | 3 | -2 | 2 | 2 | 7
- Cn1nc(-c2ccccc2)c(CSc2ccccc2Cl)c1Cl
    1 | -19 | 19 | 0.3 | 8 | 53* | -7 | 4 | 0
- COc1ccc(NC(=O)CSc2nc(C)cs2)c(OC)c1
    -1 | -10 | 1 | 2.4 | 14 | -8 | 4 | 1 | -22
- COc1ccccc1NS(=O)(=O)c1cccc(-n2c(O)c(C=Nc3ccccc3C(=O)O)c3ccccc3c2=O)c1
    -4 | 4 | 22 | 2.6 | 11 | 54* | -44 | 0 | 32
- CC(=O)c1ccc(N/C=C\C(=O)c2ccc(C)cc2)cc1
    4 | -82 | -102 | 6.8 | 7 | -30 | -8 | 7 | -183
- Cc1ccc(/C=C/C(=O)NN2CCN(C)CC2)cc1
    -2 | -4 | -20 | -0.5 | 2 | -1 | 64* | -1 | -8
- CCCc1c(C(=O)N/N=C(\C)c2ccc(O)cc2)nnn1-c1nonc1N
    0 | -10 | -3 | -2.2 | -12 | 28 | -12 | -2 | 7
- CCOC(=O)c1[nH]c(C)c(C(=O)NCc2ccc(Cl)cc2)c1C
    1 | 5 | 17 | 0.0 | 3 | 16 | -3 | -2 | 17
- COc1ccc(C)cc1N(C)C(=O)Cc1c(C(=O)O)n(C)c2ccccc12
    -2 | 10 | -9 | -1.3 | 3 | 10 | -1 | -4 | 4
- COc1ccc(C(=O)NNC2=CC(=O)CC(C)(C)C2)cc1
    0 | 2 | 11 | 2.1 | -1 | 26 | 0 | -1 | 4
- CCC(=O)c1ccc(OCC(=O)N2CCN(c3ccccn3)CC2)cc1
    -6 | 1 | 2 | 3.3 | -3 | 8 | 9 | -5 | 10
- CC(=O)C1=C(C)NC(SCC(=O)c2ccccc2)=C(C#N)C1c1ccco1 (stereo unspecified)
    . | . | -36 | 4.0 | . | 24 | . | 3 | -38
- C=CC[C@@H](Cc1ccc(F)cc1)C(=O)OC[C@@H]1CCCN1C(=O)[C@H](CC=C)CC(=O)NCCO
    -7 | 3 | 8 | -0.1 | -1 | 4 | 1 | 0 | 18
- Cc1ccc(NC(=S)NNC(=O)CCn2cc(C)cn2)cc1
    19 | -3 | -7 | 1.0 | 13 | -11 | 5 | -2 | 6
- Cc1ccc2oc(C(=O)N(C)Cc3cnccn3)c(C)c2c1
    -5 | -13 | -29 | 1.1 | 6 | -7 | -5 | -3 | -22
- CC1(C)Cc2nc3sc4c(=O)n(CC(=O)NCc5ccco5)cnc4c3cc2CO1
    -3 | -26 | 50* | 3.4 | -4 | 12 | -2 | 0 | -21
- COc1ccc(NC(=O)Cc2coc3cc(C)ccc23)cn1
    -3 | -32 | -7 | 0.7 | 16 | 6 | 0 | -3 | 19
- CCCCCC1CC(CC(=O)O)C(=O)O1 (stereo unspecified)
    -3 | 1 | 1 | 1.5 | 10 | 1 | -6 | -2 | -34
- COc1ccc(NC(=O)Cc2nnc(SCC(=O)NC3CCCCC3)n2C)cc1
    -7 | 21 | -12 | -1.4 | 4 | -22 | -5 | -2 | -11
- Cc1ccnc(NC(=O)CCC2COc3ccccc3O2)c1 (stereo unspecified)
    -4 | 4 | -1 | 2.9 | -2 | 19 | -1 | 0 | -9
